Screens from PubChem BioAssay.
CD11b adhes inh = inhibitors of human CD11b/CD18 binding to fibrinogen | P05107+P11215 | 93,000 compounds, 0.54% hits | K562 CD11b/CD18 adhesion to fibrinogen, ATPlite luminescence; Mn2+ added to activate the integrin | inhibition, % at 10 µM;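 active = primary inhibition of 50% or more at 10 µM, then 40% or more on retest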; note: some results filed as inactive read as strong as hits
Target sequence (P05107 whole entry, looked up, other chains not shown): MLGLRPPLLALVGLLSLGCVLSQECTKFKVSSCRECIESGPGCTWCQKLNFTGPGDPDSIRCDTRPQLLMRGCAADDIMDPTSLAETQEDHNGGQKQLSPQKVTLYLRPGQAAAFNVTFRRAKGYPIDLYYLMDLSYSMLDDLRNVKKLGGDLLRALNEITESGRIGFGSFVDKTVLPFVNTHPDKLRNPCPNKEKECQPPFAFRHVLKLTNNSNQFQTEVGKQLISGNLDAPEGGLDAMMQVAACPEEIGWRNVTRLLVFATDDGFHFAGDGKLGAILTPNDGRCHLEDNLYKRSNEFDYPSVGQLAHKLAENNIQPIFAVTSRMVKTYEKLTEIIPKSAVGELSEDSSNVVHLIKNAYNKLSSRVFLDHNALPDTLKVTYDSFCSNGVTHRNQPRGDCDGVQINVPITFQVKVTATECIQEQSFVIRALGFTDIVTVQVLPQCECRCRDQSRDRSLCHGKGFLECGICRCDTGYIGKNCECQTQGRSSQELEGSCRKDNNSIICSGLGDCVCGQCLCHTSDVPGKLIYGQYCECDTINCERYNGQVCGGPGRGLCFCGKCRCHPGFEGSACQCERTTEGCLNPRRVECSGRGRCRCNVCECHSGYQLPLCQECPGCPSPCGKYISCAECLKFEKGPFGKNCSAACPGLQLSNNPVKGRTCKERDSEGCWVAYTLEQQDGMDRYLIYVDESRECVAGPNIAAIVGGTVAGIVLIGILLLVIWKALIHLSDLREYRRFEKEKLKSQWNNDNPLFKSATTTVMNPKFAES
ERa SRC1 inh = blocks coactivator binding to human estrogen receptor alpha; P03372; TR-FRET ER-alpha LBD / SRC-1 peptide, estradiol-bound; inhibition, % at 25.6 µM; 86,000 compounds, 1.7% hits; AID 629; in the data active = inhibition above about 50%;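 note: 0% = receptor plus peptide control and 100% = peptide only without receptor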
FAK inh = blocks human focal adhesion kinase activity. Q05397. biochemical FAK kinase activity assay. inhibition, %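 (tested at 7 µM)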. 97,000 compounds, 0.84% hits. AID 727; in the data active = inhibition above about 19%;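 note: 0% = DMSO and 100% = reference compound high control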
Rev-RRE block = disrupts HIV-1 Rev binding to RRE RNA; P05866; Rev peptide-RRE RNA binding, FRET; inhibition, % at 8 µM; 97,000 compounds, 0.79% hits;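 active = inhibition above the screen-wide mean plus 3 SD, cut at about 35% in these data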;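 note: 0% = median DMSO wells and 100% = median Neomycin B control wells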
Target sequence (P05866 whole entry, looked up): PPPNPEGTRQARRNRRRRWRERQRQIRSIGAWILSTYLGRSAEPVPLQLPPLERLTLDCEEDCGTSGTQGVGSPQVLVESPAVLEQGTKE
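Assay system: labelled RRE RNA duplex and labelled Rev peptide / Medium: HEPES pH 7.5 salt buffer with EDTA / Reagent: labelled Rev peptide / Schedule: 5 + 15 min at 25 °C / Signal: FRET, excitation 480 nm, emission 540 nm donor and 671 nm acceptor / Benchmarks: DMSO and neomycin B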
PLK1 kinase inh = PLK1 (human) kinase inhibition; P53350; recombinant PLK1 kinase, TR-FRET peptide phosphorylation; inhibition, % at 10 µM; 97,000 compounds, 0.53% hits;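 active = inhibition of 50% or more in the single-concentration screen; inactive = inhibition below 50%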;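 note: 0% = DMSO max control and 100% = H-89 dihydrochloride min control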
ERa SRC1 pot = enhances coactivator binding to human estrogen receptor alpha. AID 639. TR-FRET ERalpha-LBD/SRC-Cy5 coactivator binding, 2 h; 100 = basal binding, no effect. 86,000 compounds, 1.3% hits. coactivator binding (% of control), % at 25.6 µM; in the data active = activity above about 200%;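 note: binding measured in presence of low estradiol as agonist stimulus; 0% = peptide alone without receptor and 100% = receptor with peptide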
ERb SRC1 inh = ER-beta (human) coactivator binding inhibition. Q92731. TR-FRET ER-beta LBD / SRC1-Cy5 peptide binding; receptor agonist-loaded with 1 µM estradiol. inhibition, % at 25.6 µM. 86,000 compounds, 1.3% hits. AID 633;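 active = compounds whose percent inhibition of the receptor-coactivator binding signal exceeds about 50% in the single-dose screen, limit read from the data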;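 note: 0% = receptor plus peptide wells without compound and 100% = peptide-only wells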
Mac1 fbg enh = increases human CD11b/CD18 adhesion to fibrinogen; P05107+P11215; AID 1499; 93,000 compounds, 0.07% hits; K562 CD11b/CD18 adhesion to fibrinogen, ATPlite luminescence; activation, % at 10 µM;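 active = 10 µM primary screen giving 50% or more activity, confirmed by 40% or more on retest at that dose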; note: strong numbers were not always called active
PLK1 PBD inh = inhibitors of human Plk1 polo box domain binding; P53350; Plk1 PBD phosphopeptide binding, fluorescence polarization; inhibition, %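 (tested at about 20 µM)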; 97,000 compounds, 0.13% hits; AID 693; in the data active = inhibition above about 34%, passing the limit was not always enough
* hit, by the source's call; · = not tested or not shown; [ ] = another dose, or the depositor's remark. Rows are unselected; any-hit rate near 4.7%.

item	smiles	Mac1 fbg enh	CD11b adhes inh	Rev-RRE block	PLK1 PBD inh	PLK1 kinase inh	ERb SRC1 inh	FAK inh	ERa SRC1 inh	ERa SRC1 pot
1	COCCCNC(=O)C1CCN(c2ncccn2)CC1	-1	-1	6	-10	-4	-1	1	-4	105
2	CCNc1nc2c(c(=O)[nH]c(=O)n2C)n1Cc1ccc(F)cc1	-10	26	-1	11	-3	·	-2	·	·
3	Cc1ccc(C)n1-c1nc(=S)[nH][nH]1	-2	-7	-1	8	-6	5	-4	13[fluorescence artefact?]	67[fluorescence artefact?]
4	O=C(Nc1c(C(=O)N2CCOCC2)cnn1-c1ccccc1)c1ccco1	3	48	4	-11	1	·	2	·	·
5	COCCCNC(=O)CS(=O)(=O)Cc1nc(-c2cccc(OC)c2)oc1C	·	·	-2	-28	0	-4	-4	-3	105[fluorescence artefact?]
6	CC(NC(=O)c1ccccc1Br)c1ccc2c(c1)CCCC2 (stereo not drawn)	·	·	9	13	0	·	2	·	·
7	COCCNC(=O)Cn1cc(C(=O)c2cccs2)c2ccccc21	·	·	3	-19	-1	-22	-2	-18	102
8	COc1cccc(Nc2ncnc3nc[nH]c23)c1	0	-12	6	16	84*	-1	23*	-2	107
9	CC(C)(C)NC(=O)C1N(c2cccnc2)C(=O)C2C(C(=O)Nc3ccccc3)C3(C)C=CC21O3 (stereo not drawn)	0	4	·	·	·	6[fluorescence artefact?]	·	3	112[fluorescence artefact?]
10	Cc1cc(C)nc(SCc2nnc(SCC(=O)N3CCCc4ccccc43)o2)n1	-1	-18	1	-33	5	-7[fluorescence artefact?]	-4	-13	119
11	COc1ccc(C(=O)NCCc2ccc(S(N)(=O)=O)cc2)cc1OC	-1	-5	8	9	-11	-4	4	1	120
12	CCN(CC)C(=O)C1CCCN(C(=O)Nc2ccccc2)C1 (stereo not drawn)	-3	-4	7	-22	-6	5	-1	-8	111
13	Cc1cc(N2CCN(C(=O)c3ccco3)CC2)n2nc(C)c(-c3ccccc3)c2n1	4	13	3	-11	-2	5	-2	-28	220*
14	Cc1ccc(N(CC(=O)NCc2ccc3c(c2)OCO3)S(=O)(=O)c2c(C)noc2C)cc1	-5	-4	9	-17	-15	1	-3	5	110[fluorescence artefact?]
15	O=C(O)[C@H]1CCCC[C@H]1C(=O)NCCNC(=O)[C@@H]1CCCC[C@@H]1C(=O)O	-3	-8	9	-14	-13	10	-1	-14	114
16	CCCN(CCC)C(=O)CP(=O)(c1ccccc1)c1ccccc1	0	-7	5	13	12	2	1	9	106
17	O=S(=O)(NCC(c1cccnc1)N1CCN(c2ccccc2)CC1)c1cccs1 (stereo not drawn)	5	-33	6	-13	-28	23	3	11	97
18	CN1CCN(C(CNS(=O)(=O)c2ccc(Cl)cc2)c2cccnc2)CC1 (stereo not drawn)	·	·	2	-7	-2	-2	-1	-3	128
19	CCOC(=O)c1cn(-c2ccc(F)c(F)c2)c2c(F)c(F)c(F)c(F)c2c1=O	-5	0	6	-15	-6	·	2	·	·
20	COc1ccccc1NC(=O)c1ccc(NC(=O)CSc2nnnn2C)cc1	·	·	6	17	-8	1	-2	-5	115[fluorescence artefact?]
21	CC1(C)CC(=O)C(C#N)=C(NCCCO)C1	0	0	6	-12	-16	-3	-3	-3	96
22	CN(C)S(=O)(=O)c1cccc(C(=O)N2CCc3ccccc32)c1	2	-12	3	8	-12	17	-2	26	111
23	CCN1C(=O)/C(=C\N2CCOCC2)SC1=S	-3	-17	6	4	-5	-9	-1	-4	93
24	Cc1ccc(S(=O)(=O)Cn2nnnc2C(c2ccccc2)N2CCN(c3ccccc3)CC2)cc1 (stereo not drawn)	·	·	5	-7	-15	-8	-3	-10	122[fluorescence artefact?]
25	Cc1nn(C)c(N)c1C(O)(c1nccn1C)C(F)(F)F (stereo not drawn)	-3	-2	·	·	·	-3[fluorescence artefact?]	·	-6	131
26	Cc1cc(C)cc(-n2ccnc2SCC(=O)Nc2nccs2)c1	-3	5	-4	3	1	-2[fluorescence artefact?]	-1	-1	114
27	CCCCn1c(S(=O)(=O)O)nc2ccccc21	0	-10	3	9	12	-9	-4	-4	99
28	O=C(Cn1cc2c(n1)CCCCC2)N1CCc2ccccc21	-3	-20	7	-16	-2	·	0	·	·
29	C/C(Cl)=C/CN1C(=O)C2C3C=CC(C3)C2C1=O (stereo not drawn)	-1	-6	3	-19	-6	-9[fluorescence artefact?]	-2	-8	101
30	Cc1cccc(NC(=O)C2NC(=O)CC2c2ccccc2)c1C (stereo not drawn)	6	13	-2	26	-8	0[fluorescence artefact?]	-6	6[fluorescence artefact?]	103

From no. 1 to 12, copied from above:
item	smiles	Mac1 fbg enh	CD11b adhes inh	Rev-RRE block	PLK1 PBD inh	PLK1 kinase inh	ERb SRC1 inh	FAK inh	ERa SRC1 inh	ERa SRC1 pot
1	COCCCNC(=O)C1CCN(c2ncccn2)CC1	-1	-1	6	-10	-4	-1	1	-4	105
2	CCNc1nc2c(c(=O)[nH]c(=O)n2C)n1Cc1ccc(F)cc1	-10	26	-1	11	-3	·	-2	·	·
3	Cc1ccc(C)n1-c1nc(=S)[nH][nH]1	-2	-7	-1	8	-6	5	-4	13[fluorescence artefact?]	67[fluorescence artefact?]
4	O=C(Nc1c(C(=O)N2CCOCC2)cnn1-c1ccccc1)c1ccco1	3	48	4	-11	1	·	2	·	·
5	COCCCNC(=O)CS(=O)(=O)Cc1nc(-c2cccc(OC)c2)oc1C	·	·	-2	-28	0	-4	-4	-3	105[fluorescence artefact?]
6	CC(NC(=O)c1ccccc1Br)c1ccc2c(c1)CCCC2 (stereo not drawn)	·	·	9	13	0	·	2	·	·
7	COCCNC(=O)Cn1cc(C(=O)c2cccs2)c2ccccc21	·	·	3	-19	-1	-22	-2	-18	102
8	COc1cccc(Nc2ncnc3nc[nH]c23)c1	0	-12	6	16	84*	-1	23*	-2	107
9	CC(C)(C)NC(=O)C1N(c2cccnc2)C(=O)C2C(C(=O)Nc3ccccc3)C3(C)C=CC21O3 (stereo not drawn)	0	4	·	·	·	6[fluorescence artefact?]	·	3	112[fluorescence artefact?]
10	Cc1cc(C)nc(SCc2nnc(SCC(=O)N3CCCc4ccccc43)o2)n1	-1	-18	1	-33	5	-7[fluorescence artefact?]	-4	-13	119
11	COc1ccc(C(=O)NCCc2ccc(S(N)(=O)=O)cc2)cc1OC	-1	-5	8	9	-11	-4	4	1	120
12	CCN(CC)C(=O)C1CCCN(C(=O)Nc2ccccc2)C1 (stereo not drawn)	-3	-4	7	-22	-6	5	-1	-8	111

Next part.
item	smiles	Mac1 fbg enh	CD11b adhes inh	Rev-RRE block	PLK1 PBD inh	PLK1 kinase inh	ERb SRC1 inh	FAK inh	ERa SRC1 inh	ERa SRC1 pot
31	Cc1nc2ncnn2c(N2CCN(C(=O)c3cccc(F)c3)CC2)c1C	·	·	1	-9	-7	1	0	-15	110
32	Nc1nnc(CC(=O)N2CCCCC2)s1	0	-22	0	1	3	-1	-4	-3	119
33	O=C(NCCC1=CCCCC1)c1ccc(CN2CCOCC2)cc1	·	·	1	22	11	·	0	·	·
34	O=C(O)CCCC(=O)Nc1ccccc1C(=O)O	-6	3	9	-9	-7	14	0	12	80
35	COc1ccc(S(=O)(=O)N2CCCC(C(=O)NCc3ccncc3)C2)cc1Cl (stereo not drawn)	-1	48	6	-9	-7	-25[fluorescence artefact?]	-1	-9	110
36	CCOC(=O)Cc1c(C)nc2cc(C)nn2c1C	·	·	8	-14	-6	-21	-2	-22	109
37	O=C(NCc1ccco1)C12CN(Cc3ccccc3)CC1C(c1cccc([N+](=O)[O-])c1)=NO2 (stereo not drawn)	22	-7	2	-8	-12	·	1	·	·
38	Cc1ccc(CSc2nnc(NC(=O)C3COc4ccccc4O3)s2)cc1 (stereo not drawn)	-2	24	8	-25	-9	·	0	·	·
39	CCCOC(=O)c1c(NC(=O)/C=C/c2cnn(C)c2C)sc(C(=O)OCC)c1C	·	·	-7	-19	-20	·	4	·	·
40	CN(C)S(=O)(=O)N1CCN(CC(=O)Nc2cc(Cl)ccc2Cl)CC1	1	-22	15	-3	-2	-4	7	-5	92
41	CCc1nnc(NC(=O)C2CC(=O)N(c3ccc(C)cc3)C2)s1 (stereo not drawn)	8	-11	7	1	3	2	-5	2	92[fluorescence artefact?]
42	NC(=O)c1c(NC(NC(=O)c2ccco2)(C(F)(F)F)C(F)(F)F)sc2c1CCCC2	2	-23	7	15	-1	8	-2	1	108[fluorescence artefact?]
43	COc1ccc(-n2nc(C(=O)NCc3ccco3)c3ccccc3c2=O)cc1	-1	-18	3	-9	-6	10	-1	6	124[fluorescence artefact?]
44	O=C(C1CC1)N1CCc2[nH]c3ccccc3c2C1	·	·	17	-13	-4	-8	3	-1	101
45	CCn1cc(C(=O)NCC2CCCO2)c(=O)c2cc(F)c(N3CCN(C)CC3)cc21 (stereo not drawn)	·	·	1	34	5	13	-4	7	119[fluorescence artefact?]
46	COc1cccc(-c2nc(C(N)=O)c3[nH]c(=O)n(-c4ccccc4)c3n2)c1OC	0	-48	·	·	·	4	·	5	103[fluorescence artefact?]
47	CCOC(=O)Cc1csc(NC(=O)C2C3C=CC(C3)C2C(=O)O)n1 (stereo not drawn)	0	2	8	1	-13	-10	4	-9	146
48	Cc1ccc(-c2nnc(SCC(=O)N3CCCc4ccccc43)n2N)cc1	1	-6	0	11	4	3	-2	-10	110
49	CC(C)NC(=O)c1ccc(-c2cccc(C(F)(F)F)c2)o1	·	·	2	10	-12	-13	-2	-3	108
50	S=C1N(c2ccccc2)C(c2ccccc2)N2CCCN12 (stereo not drawn)	3	-4	5	-15	-6	-1	-2	0	101
51	CC(C)c1ccc(O)c(N)c1	-2	·	·	·	·	-3	·	-7	122
52	C1=CC2CC1CC2CN1CCN(Cc2ccccc2)CC1 (stereo not drawn)	-1	4	-2	-25	-6	·	0	·	·
53	O=C(COC(=O)c1ccc2c(c1)OCO2)NCc1ccc2c(c1)OCO2	-1	-35	4	-3	-2	·	1	·	·
54	O=C(COc1ccc(S(=O)(=O)NCc2ccccc2)cc1)N1CCOCC1	·	·	2	-5	-9	-23[fluorescence artefact?]	-1	-20	102
55	N#C/C(=C\c1c(N2CCC(C(N)=O)CC2)nc2ccccn2c1=O)S(=O)(=O)c1ccccc1	2	-1	4	-18	-15	53*	-6	23	94
56	O=C(COc1ccc(Cl)cc1Cl)Nc1ccccn1	-10	99*	-3	6	-5	-7	0	-7	143
57	CCc1ccc(-c2c(C)sc(NC(C)=O)c2C(N)=O)cc1	-5	-3	7	-28	-6	·	16	·	·
58	CCCNC(=O)Nc1nccs1	1	-1	8	-18	1	-1	-2	-3	99
59	Clc1cc(CSc2ccccc2)nc(-c2ccccc2)n1	-2	4	16	25	-10	·	1	·	·
